Bioassay records deposited in PubChem BioAssay by Sanford-Burnham Center for Chemical Genomics.
CXCR6 inh: CXCR6 receptor inhibitors, primary screen, cell-based, beta-arrestin, luminescence, CHO-K1 PathHunter, 1536-well; inhibition, % at 20 µM; 0.36% of 360,000 active; in the data active = inhibition above about 34%, passing the limit was not always enough;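 note: antagonist mode with CXCL16 agonist at 10 nM final; 0% = 10 nM CXCL16 with DMSO and 100% = unstimulated wells without agonist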
UBC13 polyUb: UBC13 polyubiquitin chain formation inhibitors, primary screen, biochemical, TR-FRET, uHTS; Ubiquitin-conjugating enzyme E2 N (Homo sapiens), P61088; inhibition, % at 20 µM; 0.47% of 330,000 active; AID 485273, 2010; in the data active = inhibition above about 45%, passing the limit was not always enough; inconclusive = no clear call, values can overlap the other calls
Target sequence (P61088 whole entry, looked up): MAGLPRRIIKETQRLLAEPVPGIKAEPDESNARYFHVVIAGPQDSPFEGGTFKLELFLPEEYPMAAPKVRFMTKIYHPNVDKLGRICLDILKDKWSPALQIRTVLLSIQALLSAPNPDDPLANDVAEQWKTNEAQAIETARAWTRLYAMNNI
APJ antag: antagonists of human apelin receptor APJ, primary screen, CHO-K1 cells, beta-arrestin complementation, luminescence | P35414 | inhibition, % at 20 µM | 0.32% of 330,000 active | AID 2521, 2010;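 active = inhibition above about 40% at 20 µM, limit read from the data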;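 note: cells challenged with 10 nM apelin-13 agonist together with compound; plate controls were apelin-13 plus DMSO wells for no effect and DMSO wells lacking apelin-13 for full effect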
APJ ag: agonists of human apelin receptor APJ, primary screen, CHO-K1 cells, PathHunter beta-arrestin, luminescence. P35414. AID 2520, 2010. activation, % at 20 µM. 0.11% of 330,000 active. 0% DMSO wells, 100% apelin;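 active = activation more than six SD over the plate average, tested at 20 µM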;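 note: 0% = DMSO alone and 100% = apelin-13 at 10 nM; some results filed as inactive read as strong as hits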
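Test system – PathHunter CHO-K1 APJ (AGTRL-1) beta-arrestin reporter cells · Input – 1000 cells/well · Compound – single test compound dose, 20 µM final, 1% DMSO · Times – compound stimulation 90 min at 25 °C, detection 60 min · Technique – beta-gal luminescence · Read-out basis – APJ–arrestin association signal · Control set – negative DMSO alone, positive Apelin-13 at 10 nM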
ATG4B inhibitor: ATG4B protease inhibitors, primary screen, biochemical, fluorescence, uHTS; Cysteine protease ATG4B (Homo sapiens), Q9Y4P1; ATG4B cleavage of LC3-PLA2, NBD-HPC fluorescence, 1 h; inhibition, % at 8.33 µM; 0.51% of 340,000 active; AID 504462, 2011; in the data active = inhibition above about 40%
Target sequence (Q9Y4P1 whole entry, looked up): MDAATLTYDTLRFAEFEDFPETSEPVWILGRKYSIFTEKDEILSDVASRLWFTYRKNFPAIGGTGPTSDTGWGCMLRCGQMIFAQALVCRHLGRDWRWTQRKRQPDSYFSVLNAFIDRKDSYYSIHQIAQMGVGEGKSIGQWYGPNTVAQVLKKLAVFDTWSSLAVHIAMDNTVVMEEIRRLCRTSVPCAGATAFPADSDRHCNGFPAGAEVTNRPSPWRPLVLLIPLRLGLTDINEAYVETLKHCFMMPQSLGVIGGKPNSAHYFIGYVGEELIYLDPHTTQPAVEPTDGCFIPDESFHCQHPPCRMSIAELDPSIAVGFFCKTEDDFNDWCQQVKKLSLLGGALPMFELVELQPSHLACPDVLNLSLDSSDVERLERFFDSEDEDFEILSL
CCR6 antag: CCR6 receptor antagonists, primary screen, cell-based, CHO-K1, luminescence, beta-arrestin, uHTS; AID 493098, 2011; C-C chemokine receptor type 6 (Homo sapiens), P51684; CHO-K1 CCR6 PathHunter beta-arrestin, CCL20-stimulated; inhibition, % at 20 µM; 0.49% of 340,000 active;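 active = compounds whose inhibition of the agonist-driven luminescence signal at 20 µM reaches about 50%, limit read from the data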;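 note: cells stimulated with CCL20 at 14 nM final; plate controls were DMSO with CCL20 for no effect and DMSO without agonist for full effect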
EBI2 antag: EBI2 receptor antagonists, beta-arrestin recruitment, primary screen, cell-based, luminescence, 7a,25-OHC stimulation, uHTS; 7a,25-OHC stimulated; 0.81% of 360,000 active; inhibition, % at 5 µM; AID 651636, 2012; in the data active = inhibition above about 38%;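 note: enzyme fragment complementation signal reports receptor beta-arrestin coupling in cells; 0% = agonist plus DMSO wells and 100% = wells without agonist; some results beyond the cut were filed as inactive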
Target sequence (P32249 whole entry, looked up, the tested form may be a part): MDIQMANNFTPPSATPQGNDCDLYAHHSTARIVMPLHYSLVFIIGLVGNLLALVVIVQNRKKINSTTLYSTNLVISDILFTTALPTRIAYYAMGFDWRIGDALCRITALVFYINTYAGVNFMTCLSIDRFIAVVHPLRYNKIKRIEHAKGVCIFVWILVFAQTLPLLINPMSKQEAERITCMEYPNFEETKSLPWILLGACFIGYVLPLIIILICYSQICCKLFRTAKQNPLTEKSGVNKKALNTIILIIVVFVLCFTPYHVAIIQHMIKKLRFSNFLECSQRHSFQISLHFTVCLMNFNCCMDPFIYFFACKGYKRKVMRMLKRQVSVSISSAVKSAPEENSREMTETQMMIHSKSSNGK
Gli-Sufu block: Gli-Sufu pathway antagonists, primary screen, luciferase luminescence, Sufu-KO-LIGHT cells, uHTS. Sufu-KO-LIGHT fibroblasts, Gli luciferase reporter luminescence. 0.74% of 340,000 active. inhibition, % at 5 µM;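 active = inhibition above about 55%, limit read from the data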;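 note: 0% = DMSO-treated cells and 100% = wells with medium but no cells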
* hit, by the source's call; ? = inconclusive; / = not tested or not shown.

SMILES | CXCR6 inh | UBC13 polyUb | APJ antag | APJ ag | ATG4B inhibitor | CCR6 antag | EBI2 antag | Gli-Sufu block
Cc1cc(C)cc(Nc2ncc3c(n2)CCCC3=O)c1 | 6 | 10 | -7 | -1 | -3 | -10 | 3 | -68
COc1ccc(/C=N/NC(=O)CCSc2nc3ccccc3s2)cc1 | -16 | 4 | 12 | 1 | -11 | 10 | 21 | 3
CCC(C(=O)NC1CCCC1)N(C(=O)Cn1nnc(-c2ccc(C)o2)n1)c1ccc(F)cc1 (stereo unspecified) | 0 | 7 | -30 | -2 | -4 | 6 | 9 | 24
COCCn1c(SCC(=O)Nc2ccc(C(C)=O)cc2)nc2c([nH]c3ccccc32)c1=O | 2 | -10 | -7 | -8 | 3 | 8 | 4 | 6
Nc1nc(-c2ccco2)cs1 | -6 | 10 | -8 | -3 | -3 | 1 | -12 | 2
COc1cc2c(cc1OC)CN(C(=O)CN1C(=O)NC3(CCC(C)CC3)C1=O)CC2 (stereo unspecified) | 7 | 10 | 18 | -4 | 3 | 5 | 0 | -3
O=C(c1ccc(Cl)c(S(=O)(=O)N2CCCCCC2)c1)N1CCN(c2ccccn2)CC1 | -4 | 13 | -14 | -2 | 6 | 6 | 2 | 17
Cn1c(COc2ccc(Cl)cc2)nnc1SCC(=O)NC1CCCC1 | 5 | 1 | 1 | -1 | -7 | 4 | 4 | -15
Fc1ccc(N2CCN(c3ncnc4nc[nH]c34)CC2)cc1 | -1 | 15 | -8 | 0 | 8 | 6 | -9 | -5
CCOC(=O)C(C)Sc1nc2c(c(=O)[nH]c(=O)n2C)n1Cc1ccc(Cl)cc1 (stereo unspecified) | 5 | 3 | 8 | -4 | -21 | 15 | -2 | 4
CC1=C(SCCC#N)S/C(=C2\SC(C)=C(SCCC#N)S2)S1 | 1 | -2 | 15 | -5 | -4 | 14 | 34 | -7
C[C@@H]1CN([C@@H](C)CO)C(=O)c2cc(N(C)C)ccc2O[C@@H]1CN(C)S(C)(=O)=O | -9 | -1 | 10 | -3 | -6 | 4 | 4 | -4
CCc1ccc(OCCOCC(O)CNC(C)(C)C)cc1 (stereo unspecified) | 11 | 10 | 1 | -1 | -1 | -1 | -12 | -5
CC(=O)/C=C/c1ccccc1O | -9 | -10 | 10 | 0 | 1 | 13 | -6 | -6
C/C(=N\NC(=O)C12CCC(C)(C(=O)O1)C2(C)C)c1ccccc1O (stereo unspecified) | 1 | -3 | -14 | -2 | -3 | 10 | 2 | -1
Cc1c(NC(=O)c2cccc(NC(=O)Cc3ccc(Cl)cc3)c2)c(=O)n(-c2ccccc2)n1C | -4 | 6 | 3 | -4 | -26 | 4 | 0 | 6
COc1ccc2c(c1)CCc1c(C(=O)Nc3ccn(Cc4ccc(C)cc4)n3)noc1-2 | 5 | -14 | -23 | 14 | -12 | -7 | -6 | 4
COC(=O)c1sccc1NC(=O)c1cc(OC)cc(OC)c1 | 4 | 11 | 5 | -1 | -21 | 17 | 9 | -1
CN(CC(=O)Nc1ccccc1Cl)C(=O)C1CCN(C(=O)c2ccc(F)cc2)CC1 | 0 | 4 | 10 | 0 | -8 | 5 | 0 | -9
O=C(O)c1cc(Cl)c(Cl)cc1C(=O)NCc1ccco1 | -16 | -1 | 1 | 1 | 0 | -2 | -13 | 4
CCN(C[C@H]1N[C@@](CC)(C(=O)OC)[C@H]2C(=O)N(Cc3ccccc3)C(=O)[C@@H]12)S(=O)(=O)c1ccc(C(F)(F)F)cc1 | -15 | -6 | 7 | -3 | 2 | 6 | 6 | -2
CC(=O)Nc1ccc(S(=O)(=O)Nc2nc3ccccc3s2)cc1 | 1 | -15 | -21 | -5 | -5 | -3 | -2 | 3
O=C(NCCN1CCc2ccccc2C1)Nc1ccc([N+](=O)[O-])cc1 | -7 | 4 | 2 | -1 | -7 | -5 | 1 | 11
COc1ccc(/C=N/NC(=O)c2ccc(COc3cccc4cccnc34)cc2)cc1O | -3 | 11 | -6 | -3 | -28 | 4 | -6 | -39
COc1ccc(-c2[nH]ncc2CN2CCC(N3CCSCC3)CC2)cc1F | 0 | -1 | -7 | -2 | 11 | 2 | -6 | 14
Cc1nn(C)cc1CN(C)C(=O)c1sc2cccc(Cl)c2c1Cl | -7 | 19 | 11 | 0 | -10 | 7 | 8 | 4
O=C(NCc1ccc(Cl)cc1)c1ccccc1Oc1ccccc1 | -4 | -9 | 10 | 0 | 30 | 37 | 13 | 12
CC(C)COc1ccc(C(=O)Nc2ccc([N+](=O)[O-])cc2)cc1 | -2 | -13 | 16 | -3 | -1 | 0 | 18 | /
Cn1c(=O)c2c(nc(N3CCc4ccccc4C3)n2Cc2ccc(Br)cc2)n(C)c1=O | -8 | ? | 11 | -4 | -12 | 41 | 20 | 13
Cc1ccc(NC(=O)CN(C)S(=O)(=O)c2cccs2)cc1C | 1 | 1 | 12 | 4 | -13 | 1 | -7 | -27
O=C(NCCN1CCOCC1)c1ccc2c(c1)N(Cc1ccc(F)cc1)C(=O)CS2 | 6 | 8 | -74 | -1 | 1 | 2 | -4 | /
COc1ccc(-c2ccc(/C=N/NC(=O)Cc3nnc(N)s3)o2)cc1Cl | -7 | -12 | 16 | 0 | -8 | 8 | 4 | -1
C/[N+]([O-])=C\c1coc2ccccc2c1=O | 1 | -4 | -14 | 0 | 0 | 0 | 3 | 2
COc1ccccc1C(=O)COC(=O)c1ccccc1O | 3 | -4 | 1 | 0 | 28 | 11 | -4 | 9
N#Cc1nc(COc2ccccc2F)oc1NCCCn1ccnc1 | -7 | 2 | 7 | -1 | -4 | 2 | -4 | -4
COc1ccccc1N1CCN(C(=O)C(Sc2ccccc2)c2ccccc2)CC1 (stereo unspecified) | 3 | 10 | -21 | -3 | 7 | 22 | 10 | 2
O=C(CN1CCCCC1)Nc1ccccc1NC(=O)CN1CCCCC1 | 0 | 13 | 4 | -3 | -11 | 8 | -2 | -3
C=CCn1c(NCCO)nc2sc3c(c2c1=O)CCC3 | 12 | 4 | -10 | -2 | -8 | 2 | 4 | 0
COc1ccccc1N1CCN(C(=O)COc2ccc(Cl)cc2Br)CC1 | -3 | 5 | -4 | -2 | 1 | -19 | 32 | 6
O=C(CSCc1cccc(Br)c1)NC1CC1 | -7 | -16 | 11 | -1 | -4 | 4 | -4 | 2
CCc1ccc(NS(=O)(=O)c2ccc3oc(=O)ccc3c2)cc1 | -4 | -8 | -2 | 2 | 0 | 2 | -2 | -6
COc1ccc(Cc2c(O)nc(SCC(C)C)[nH]c2=O)cc1 | 1 | 0 | 2 | -4 | -2 | 12 | -8 | -4
CN(c1ccc(OCC(=O)NC2CCC(O)CC2)cc1)S(=O)(=O)c1ccc(Cl)cc1 (stereo unspecified) | 4 | 15 | 5 | -4 | -4 | 9 | -1 | -6
O=C(Nc1ccccc1Cl)N1CCSc2ccccc21 | 4 | ? | -13 | 2 | 7 | 0 | 1 | 6
CC(NC(=O)c1nn(C)c(=O)c2ccccc12)c1ccccc1 (stereo unspecified) | 5 | 9 | -1 | -1 | -9 | 12 | -6 | 6
CCN(C(=O)C(C)OC(=O)CCCNC(=O)c1ccc(Cl)cc1)c1ccccc1 (stereo unspecified) | 0 | 6 | 15 | -8 | 4 | 23 | 5 | -3
Cc1ccc(C)c(S(=O)(=O)N2CCN(C(=O)CN3C(=O)C4CC=CCC4C3=O)CC2)c1 (stereo unspecified) | 0 | -1 | 6 | -3 | -7 | 12 | 5 | 2
COCc1[nH]nc2c1C1(C(=O)Nc3ccc(F)cc31)C(C#N)=C(N)O2 (stereo unspecified) | -6 | -7 | 6 | -3 | 6 | -10 | -5 | -4
O=C(Nc1ccc(Cl)cc1)OCc1cc(-c2ccccc2)on1 | 2 | -5 | 9 | -3 | -3 | 2 | 8 | -2
CC1(C)CC(=O)C(CC(=O)N2CCC(Cc3ccccc3)CC2)C(=O)C1 | -5 | -2 | 32 | -1 | -2 | 12 | -15 | -6

Of the compounds above, four have a thiophene ring, fused or not.
SMILES | CXCR6 inh | UBC13 polyUb | APJ antag | APJ ag | ATG4B inhibitor | CCR6 antag | EBI2 antag | Gli-Sufu block
COC(=O)c1sccc1NC(=O)c1cc(OC)cc(OC)c1 | 4 | 11 | 5 | -1 | -21 | 17 | 9 | -1
Cc1nn(C)cc1CN(C)C(=O)c1sc2cccc(Cl)c2c1Cl | -7 | 19 | 11 | 0 | -10 | 7 | 8 | 4
Cc1ccc(NC(=O)CN(C)S(=O)(=O)c2cccs2)cc1C | 1 | 1 | 12 | 4 | -13 | 1 | -7 | -27
C=CCn1c(NCCO)nc2sc3c(c2c1=O)CCC3 | 12 | 4 | -10 | -2 | -8 | 2 | 4 | 0

Additional structures follow.
SMILES | CXCR6 inh | UBC13 polyUb | APJ antag | APJ ag | ATG4B inhibitor | CCR6 antag | EBI2 antag | Gli-Sufu block
O=C(Nc1cc(C(F)(F)F)ccc1N1CCOCC1)C1CCCO1 (stereo unspecified) | -7 | 13 | -10 | -2 | -5 | 1 | 4 | 4
Nc1nccnc1C(=O)OCC(=O)N1CCN(S(=O)(=O)c2ccc(Cl)cc2)CC1 | -4 | 13 | 2 | -3 | -9 | 8 | -5 | 3
CCOc1ccc(S(=O)(=O)N2CCN(C)CC2)cc1NC(=O)c1ccccc1F | -4 | -2 | -16 | 5 | -1 | 4 | -8 | /
CN(C)S(=O)(=O)Nc1ccccc1F | 3 | 9 | 12 | -1 | 0 | 5 | 7 | -10
CC1CCCN(c2cc(N(C)CCO)c([N+](=O)[O-])c3nonc23)C1 (stereo unspecified) | 18 | -78 | -9 | -4 | 6 | 23 | 4 | -4
O=S(=O)(c1ccccc1Cl)N1CCCC(c2nc(-c3cccnc3)no2)C1 (stereo unspecified) | 0 | -6 | -6 | -2 | -5 | -4 | 1 | -7
COc1ccccc1Nc1nc(N)nc(CCl)n1 | -6 | -3 | -4 | -1 | 6 | 2 | -1 | 5
C/C(O)=c1/ccc2cccc3nc(C)nc1c23 | 4 | -41 | -44 | 9 | -9 | 0 | -6 | 37
Cc1cc(C)c(S(=O)(=O)NCc2cn3ccccc3n2)c(C)c1 | -7 | 3 | 16 | 5 | 4 | -2 | 4 | -17
C=CCN1C(=O)CSc2ccc(C(=O)NCc3ccco3)cc21 | 10 | -1 | 12 | -2 | -4 | -19 | 3 | 4
C=CC[C@H]1CC(Cc2ccccc2)=C[C@H](CC=C)N1 | 6 | 2 | 0 | -5 | 4 | 12 | -5 | 9
NC1(C(=O)O)CSSC1 | 0 | / | / | / | -5 | 2 | -4 | 10
COCCN(C(=O)COC(=O)C1(c2ccccc2)CC1)c1c(N)n(CC(C)C)c(=O)[nH]c1=O | -8 | 3 | -18 | -1 | 5 | -8 | -19 | -8
COc1ccccc1NC(=S)NC(=O)CC(C)C | 4 | 16 | 19 | -2 | -9 | 11 | 7 | -2
O=C(NC(=S)NCCN1CCOCC1)c1ccc(Cl)cc1 | 6 | 4 | 2 | -1 | 0 | 23 | 10 | -14
CCCCn1c(N)c(N(CCC(C)C)C(=O)c2ccc(COc3ccccc3)o2)c(=O)[nH]c1=O | 1 | 0 | 2 | -6 | 6 | 12 | 0 | -1
COc1cccc(/C=C/C(=O)OCC(=O)N2c3ccccc3NC(=O)C2(C)C)c1 | 3 | -4 | -18 | 1 | -11 | 12 | -1 | -2
Cc1cc(NC(=O)c2ccc(Cl)cc2)c(C(C)C)cc1O | -4 | 4 | 10 | -3 | -3 | -3 | -3 | 3
